# iPSC survival up: enhancers of human iPSC single-cell survival; 360,000 compounds, 0.044% hits; survival enhancement, % at 20 µM; hiPSC single-cell survival, ATPlite luminescence; 100% = ROCK inhibitor wells, 0% = DMSO; in the data active means survival enhancement above about 18%;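 further: cells exposed to compounds for 16 hours before the ATP read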
# Shn3 3UTR inh: reduces Shn3 3'UTR luciferase signal in osteoblasts; Clone20 osteoblast Shn3 3'UTR firefly luciferase, 24 h; inhibition, % at 12.5 µM; 360,000 compounds, 0.52% hits;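 active means mean inhibition of at least 75% with every replicate also reaching 75%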;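 further: 0% = median of neutral control wells and 100% = pilot-screen positive control compound; some compounds past the cut are filed as inactive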
# LMP1 NFkB inh: reduces LMP1-driven NF-kappaB luciferase signal; LMP1-induced NF-kappaB luciferase reporter cells, luminescence; inhibition, % at 12.5 µM; 350,000 compounds, 0.69% hits; AID 504558; in the data active means inhibition above about 41%;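 further: 0% = neutral control wells and 100% = reference inhibitor control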
# Peg3 prom inh: Peg3 promoter activity inhibition | HeLa PEG-Prom luciferase reporter, luminescence, overnight | inhibition, % at 20 µM | 360,000 compounds, 1.7% hits;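 active means inhibition of at least 50% at 20 µM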
# CF NFkB block: blocks PAF-induced NF-kB reporter in cystic fibrosis cells | KKLEB NF-kB-GFP reporter, GFP fluorescence overnight | inhibition, % at 5 µM | 360,000 compounds, 0.86% hits | AID 588850;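 active means at least 50% inhibition at 5 µM, scaled per plate between neutral and stimulator controls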;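 further: PAF is a Pseudomonas aeruginosa culture filtrate used as stimulus; plate controls were PAF-stimulated DMSO wells for no effect and unstimulated DMSO wells for full effect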
# KKLEB tox: reduces viability of KKLEB cystic fibrosis airway cells. activity change (cytotoxicity), % at 5 µM. KKLEB CF airway cells viability, ATPlite luminescence, overnight; hits give low values; cells stimulated with P. aeruginosa culture filtrate. 360,000 compounds, 0.36% hits;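 active means corrected activity change at or below -50% at 5 µM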
# NR2E3 ag-1: agonists of human nuclear receptor NR2E3. Q9Y5X4. GST-NR2E3/biotin-RetCOR TR-FRET, 1536-well. inhibition of corepressor binding, % at 4.78 µM. 320,000 compounds, 0.12% hits. AID 2300;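 active means percent inhibition above the cutoff of mean plus 3 SD of all tested compounds, set per screening campaign, cut at about 20% in these data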;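 further: 0% = DMSO wells and 100% = biotin wells as full block of FRET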
# Target sequence (Q9Y5X4 whole entry, looked up): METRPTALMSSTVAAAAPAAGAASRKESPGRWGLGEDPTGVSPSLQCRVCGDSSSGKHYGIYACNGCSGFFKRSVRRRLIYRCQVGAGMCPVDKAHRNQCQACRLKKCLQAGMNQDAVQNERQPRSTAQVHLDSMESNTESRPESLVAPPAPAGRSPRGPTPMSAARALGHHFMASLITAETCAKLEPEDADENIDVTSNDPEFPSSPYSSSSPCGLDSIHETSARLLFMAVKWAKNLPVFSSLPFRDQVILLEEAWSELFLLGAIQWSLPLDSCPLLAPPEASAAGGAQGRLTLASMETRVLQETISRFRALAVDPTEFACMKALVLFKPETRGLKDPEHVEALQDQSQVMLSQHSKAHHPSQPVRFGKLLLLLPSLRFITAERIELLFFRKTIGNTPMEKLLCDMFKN
#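 Assay system: NR2E3–RetCOR corepressor complex. Quantity: 1.35 nM GST-NR2E3. Buffer or medium: pH 7.5 Tris-based buffer. Reagent: biotinylated RetCOR corepressor at 7 nM final. Schedule: 5 h at 4 °C. Detection: TR-FRET, emission read at 617 and 671 nm. Replicates: one well per compound, singlicate testing.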
# MITF TRPM1 inh: MITF TRPM1 promoter inhibition in SK-MEL-5 cells | SK-MEL-5 TRPM1 promoter luciferase, 24 h | inhibition, % at 12.5 µM | 330,000 compounds, 0.83% hits;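 active means mean inhibition across replicates of 60% or more, whatever share of single replicates reaches that level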; further: values of inactives mirror those of a sister screen read the other way
# C8 TRAIL sens: caspase-8 TRAIL sensitization; NB7+C8 cells + TRAIL, ATPlite viability luminescence; inhibition (viability loss, TRAIL sensitization), % at 10 µM; 360,000 compounds, 1% hits; AID 624354;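 active means compounds causing at least 50% loss of cell viability in the single-dose screen, relative to plate controls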
# HIF-2a block: inhibitors of HIF-2a | AID 624352 | inhibition, % at 18.8 µM | 786-0 RCC cells HIF-2a reporter, luciferase luminescence, overnight | 360,000 compounds, 0.72% hits;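 active means inhibition of the luminescence signal of 40% or more relative to plate controls, in a single-dose primary screen at 18.75 µM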
# NR2E3 ag-2: human photoreceptor-specific nuclear receptor agonism | Q9Y5X4 | AID 602229 | 360,000 compounds, 0.35% hits | CHO-S Gal4-NCOR/VP16-NR2E3 two-hybrid, luciferase | inhibition of corepressor binding, % at 3.98 µM;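 active means inhibition above the mean of all tested compounds plus 3 SD, cut at about 70% in these data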;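 further: 0% = DMSO with NR2E3 transfected cells and 100% = cells lacking NR2E3 construct; higher means lower luciferase signal from less NR2E3 corepressor binding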
# An asterisk follows results filed as active; . = not tested or not shown. This is a subset; rates above refer to the full screens.
SMILES,iPSC survival up,Shn3 3UTR inh,LMP1 NFkB inh,Peg3 prom inh,CF NFkB block,KKLEB tox,NR2E3 ag-1,MITF TRPM1 inh,C8 TRAIL sens,HIF-2a block,NR2E3 ag-2
COc1ccc(C2C(C(=O)O)c3ccccc3C(=O)N2C)cc1Br (configuration not stated),-3.1,-0.5,6.3,-1.0,-1.1,0.3,0.9,9.5,0.1,14.4,-10.6
C=CCn1cccc(C(=O)Nc2ccc(C)c(Cl)c2)c1=O,1.1,-56.2,-11.2,-360.8,9.8,-2.2,.,-72.6,5.0,-230.1,-59.5
COc1ccc(Cl)cc1NC(=S)NC(=O)c1ccc2c(c1)OCO2,1.0,6.2,-19.9,-1.4,14.8,-18.3,0.6,-8.8,10.7,-22.1,1.0
COc1ccc(-c2cc3c(=O)n(CC(=O)NCc4cccnc4)nc(C)n3n2)cc1,-0.3,17.0,-5.4,-39.0,1.2,4.4,6.5,-28.4,5.7,-40.6,-4.4
O=C(/C=C/c1ccccc1)C1C(=O)c2ccccc2C1=O,-3.1,-32.2,34.3,-120.7,-5.5,-22.8,-0.5,0.0,87.3*,-84.7,-119.8
N#CC1(NC(=O)COC(=O)/C=C/c2ccc3ccccc3n2)CCCCC1,0.5,-25.4,-4.9,6.1,22.1,-0.1,3.8,12.9,-5.8,16.5,-27.1
CCC1(c2ccccc2)NC(=O)N(CC(=O)Nc2cc(Cl)ccc2N2CCN(C)CC2)C1=O (configuration not stated),-0.5,23.8,-1.7,-20.9,-1.0,-1.4,2.5,.,-0.2,-1.0,-18.1
COc1nc(Nc2cccc(F)c2)nc(OC)n1,1.2,-33.7,-0.9,30.3,7.0,-4.1,-4.0,-1.2,-7.0,-63.5,-11.8
Cc1cc(C)n(-c2ccc(C(=O)NCc3cccs3)cc2)n1,2.4,-1.4,5.8,-18.1,-4.2,3.2,1.7,-11.9,5.9,-15.9,-10.7
CC1(C)CC(=O)C(N=Nc2cc(C(F)(F)F)ccc2Cl)=C(O)C1,0.9,1.1,-2.0,1.9,-16.6,-3.1,3.0,3.6,0.6,-8.1,-11.8
CCCCOc1ccc(OCCSc2nc3ccccc3n2CC(=O)O)cc1,-0.3,-3.6,9.4,6.8,-23.8,-1.8,2.7,3.0,-9.9,19.3,9.1
CCOC(=O)c1c(-c2cc(OC)c(OC)c(OC)c2)csc1N,20.8*,0.3,0.1,-9.5,-57.3,8.7,.,.,0.4,-5.6,3.0
O=C(CSc1ncccn1)N/N=C/c1cccs1,2.1,-9.2,5.9,8.3,-2.9,0.2,2.3,-3.6,-6.7,-28.1,8.2
O=C(NCCCN1CCOCC1)C(=O)N/N=C/c1cccc2ccccc12,0.8,6.4,-0.3,21.7,6.3,-2.2,3.4,10.4,5.2,23.9,-14.4
CCOc1ccc(C2c3c(oc4cc(C)c(C)cc4c3=O)C(=O)N2CCCN(C)C)cc1OC (configuration not stated),7.0,-7.5,-3.6,-2.3,8.8,-20.4,-2.6,0.4,-17.7,-8.7,-1.0
CCOc1ccc(NC(=O)CN(C)C(=O)c2cc([N+](=O)[O-])ccc2N2CCOCC2)cc1OCC,-0.1,9.1,1.2,7.9,1.1,2.2,-1.7,0.7,3.3,14.6,-1.1
Cc1ccc(NC(=S)Nc2cccnc2)c(S(=O)(=O)N2CCCCC2)c1,0.9,55.8,-4.7,20.2,-4.5,6.3,3.1,7.6,-5.6,18.0,-2.4
COc1ccc(NC(=O)c2ccc3c(c2)CCN3S(=O)(=O)c2ccccc2)cc1,-0.2,12.6,-1.6,16.2,-3.8,10.9,-1.9,4.6,3.6,5.5,9.5
CCc1nc2c(OCc3ccc(OC(F)F)cc3)cccn2c1N(C)C(=O)c1ccco1,5.3,0.7,.,17.9,-42.5,1.1,.,.,-3.2,6.5,30.4
CN1C(=O)C(O)(CC(=O)/C=C/c2ccco2)c2cc(Br)ccc21 (configuration not stated),-0.9,-0.4,2.0,24.8,-1.6,0.7,-3.7,22.7,-9.4,12.1,-6.2

# Sorted by the number under Peg3 prom inh (largest number first): 3 from the list above.
SMILES,Peg3 prom inh
CCc1nc2c(OCc3ccc(OC(F)F)cc3)cccn2c1N(C)C(=O)c1ccco1,17.9
O=C(CSc1ncccn1)N/N=C/c1cccs1,8.3
C=CCn1cccc(C(=O)Nc2ccc(C)c(Cl)c2)c1=O,-360.8

# Other results follow:
SMILES,iPSC survival up,Shn3 3UTR inh,LMP1 NFkB inh,Peg3 prom inh,CF NFkB block,KKLEB tox,NR2E3 ag-1,MITF TRPM1 inh,C8 TRAIL sens,HIF-2a block,NR2E3 ag-2
O=C(Nc1cc(C(F)(F)F)ccc1N1CCOCC1)c1ccccc1,4.2,-4.6,2.2,11.7,0.6,-10.9,2.7,0.8,0.7,9.1,-18.0
COc1cccc(NC(=O)[C@H](Cc2ccccc2)NC(=O)[C@@H]2Cc3ccccc3CN2)c1,-0.7,-14.9,-10.4,-45.8,-13.7,16.7,2.0,2.3,7.4,-31.5,-12.2
CCOC(=O)C1=C(O)c2ccccc2C(=O)/C1=C\c1ccc(C)cc1,-3.8,58.7,-3.4,75.2*,7.1,5.2,-0.1,49.7,16.6,-63.5,-15.1
CC(/C=C/C1(O)C(C)CC(=O)CC1(C)C)OC1OC(CO)C(O)C(O)C1O (configuration not stated),2.0,-14.8,10.1,8.2,-1.6,-0.1,-2.2,-0.1,14.6,6.0,6.0
O=C1N[C@@H](Cc2cn(S(=O)(=O)c3ccccc3)c3ccccc23)C(=O)N[C@H]1Cc1ccccc1,3.0,1.2,3.8,-0.6,4.6,-5.7,0.0,4.3,7.3,9.0,4.2
CN(C)CCCNc1ccc(-c2nn(C)c(=O)c3ccccc23)cc1[N+](=O)[O-],-2.1,9.7,-47.4,0.5,-10.5,-4.6,-1.6,-9.8,6.6,11.3,-11.4
CCOc1ccccc1/C=N/NC(=O)c1ccc(Cn2cc([N+](=O)[O-])cn2)o1,1.9,2.6,8.5,-3.6,-13.8,6.2,-0.1,12.0,7.0,10.5,3.4
Cc1ccc(-c2ccc3c(c2)O[C@H](CN(C)Cc2cncnc2)[C@@H](C)CN([C@H](C)CO)S3(=O)=O)cc1,2.0,10.7,-4.1,-4.8,-7.9,-2.8,.,.,6.7,14.9,-0.1
COc1ccccc1CNC(=O)CN(C)S(=O)(=O)c1ccc2c(c1)n(C)c(=O)c(=O)n2C,0.1,-4.2,4.5,-12.2,8.3,1.2,0.8,10.6,3.1,8.2,13.4
CC(=O)c1cccc(NC(=O)c2ccc(S(=O)(=O)N3CC(C)OC(C)C3)cc2)c1 (configuration not stated),2.9,13.5,3.5,3.4,1.0,-8.1,-0.7,4.8,12.2,12.7,0.8
COc1ccc(CC(=O)NCC(C)(C)N2CCOCC2)cc1,-0.1,14.9,-6.8,8.5,14.1,1.7,-1.2,0.9,-8.4,4.1,-3.2
CC(=O)Nc1ccc(S(=O)(=O)N(C)c2ccc(OCC(=O)OCC(=O)NCc3ccco3)cc2)cc1,-0.4,-19.3,-8.0,-7.7,5.3,0.3,2.3,-7.6,0.7,-34.0,-17.5
CCc1nc2ccc(C(=O)Nc3cccc(NS(C)(=O)=O)c3)cn2c1N(C)CCN1CCOCC1,-0.7,-6.8,.,-11.6,9.2,-6.6,.,.,-8.3,4.0,6.5
CSCCNC(=O)C1(C)CCN1C(=O)CCc1ccccc1 (configuration not stated),6.4,-7.5,.,8.8,6.5,3.5,.,.,5.7,3.2,1.9
CN(Cc1ccccc1)S(=O)(=O)c1ccc(OCC(=O)Nc2cccc([N+](=O)[O-])c2)cc1,1.3,4.8,-0.3,5.4,-17.9,18.7,0.7,0.3,-2.0,13.4,-0.9
CCC(=O)c1ccc(OCC(O)Cn2nnc3ccccc32)cc1 (configuration not stated),2.7,-2.7,-10.3,-124.5,8.8,-0.9,-2.5,-18.4,-11.6,-168.2,-42.0
O=C(NC1CCCC1)C(c1ccccc1F)N(C(=O)Cc1cccs1)c1ccc2c(c1)OCCO2 (configuration not stated),1.4,11.8,2.5,27.8,12.4,-5.1,7.3,7.7,-6.7,23.8,16.6
Cc1ccc([C@H]2N[C@]3(CCCN(CC4CCCCC4)C3=O)[C@H]3C(=O)N(Cc4ccccc4)C(=O)[C@@H]23)cc1,2.4,23.0,-0.9,1.1,5.6,17.2,.,.,17.7,-3.7,8.1
Cc1cc(C)c2c(c1)/C(=N/NS(=O)(=O)c1ccccc1)CCC2,-1.1,8.9,-8.7,21.3,13.6,-16.6,-2.4,12.4,-2.1,17.7,-0.4
CCc1ccc(C2=Nn3c(nnc3-c3cccs3)SC2)cc1,4.8,36.5,-0.6,28.3,-5.4,-17.7,5.2,-6.1,-19.9,-79.8,10.9
CSc1nc2ccccc2c(=O)n1Cc1ccc(F)cc1,0.6,15.7,-5.1,18.9,22.9,1.4,0.8,12.1,-9.9,-1.6,23.9
Cc1cc(C)n2nc(-c3ccsc3-n3c(C)ccc3C)cc2n1,-0.6,-51.4,-23.2,17.9,0.2,2.7,-3.7,20.5,-12.2,13.0,-7.5
CC(C)CCNC(=S)Nc1ccc(Br)cc1,-1.5,0.5,-4.7,-85.5,16.8,12.9,0.7,-29.4,9.1,-127.9,-56.3
Cc1cc(C(=O)N/N=C/C=C/c2ccc([N+](=O)[O-])cc2)n[nH]1,-1.2,14.0,-8.2,-2.4,-25.2,5.9,-2.0,16.4,-0.5,5.7,5.1
CC(=O)SC(C)CC(=O)NCc1ccccc1 (configuration not stated),1.0,4.4,1.5,4.5,-11.7,2.2,-3.7,-14.9,-6.7,-5.0,-16.8
Cc1cccc(CC2S/C(=N/N=C/c3ccco3)NC2=O)c1 (configuration not stated),-1.6,-12.2,-27.1,2.1,-12.2,-1.3,0.4,10.0,-4.4,3.7,2.1
CCN(CCO)c1nc(SC)nc2c1sc1nc(-c3ccco3)c3c(c12)CCC3,-0.8,5.0,33.3,7.3,-11.4,-5.3,-1.4,7.3,0.6,-0.4,6.5
CCCc1cc(C(=O)N2CCCN(C)CC2)cs1,-0.1,14.7,0.1,-4.6,17.1,1.4,1.3,21.8,-21.5,0.5,0.4
O=C(O)CCCCCn1c(SCC(=O)Nc2ccc(F)cc2)nc2ccsc2c1=O,-0.3,2.9,3.4,1.3,0.4,4.0,-1.2,-2.5,-1.1,9.7,-7.5
COc1ccccc1NC(=O)Cn1nnc(-c2ccccc2NC(=O)c2cc3ccccc3oc2=O)n1,3.6,-26.0,-13.8,-192.0,-4.0,-2.5,1.5,-36.0,9.3,-143.8,-19.6
Cn1c(CCN2CCCC2)nc2cc(NC(=O)COc3ccc(Cl)cc3)ccc21,-1.1,6.9,19.4,-7.5,12.0,5.7,.,.,-4.4,3.7,-27.7
CCCCc1nnc(NC(=O)CSc2nc(O)c(Cc3ccccc3)c(=O)[nH]2)s1,-2.6,6.5,-7.6,7.1,13.0,0.2,25.9*,-7.6,-4.3,4.2,27.3
